# Assay outcomes from PubChem.
# ATG4B inhibitor = ATG4B protease inhibitors, primary screen, biochemical, fluorescence, uHTS; Cysteine protease ATG4B (Homo sapiens), Q9Y4P1; ATG4B cleavage of LC3-PLA2, NBD-HPC fluorescence, 1 h; inhibition, % at 8.33 µM; hit rate 0.51% among 340,000; AID 504462, 2011; in the data active = inhibition above about 40%
# UBC13 polyUb = UBC13 polyubiquitin chain formation inhibitors, primary screen, biochemical, TR-FRET, uHTS. inhibition, % at 20 µM. hit rate 0.47% among 330,000. AID 485273, 2010; in the data active = inhibition above about 45%, passing the limit was not always enough
# Target sequence (P61088 whole entry, looked up): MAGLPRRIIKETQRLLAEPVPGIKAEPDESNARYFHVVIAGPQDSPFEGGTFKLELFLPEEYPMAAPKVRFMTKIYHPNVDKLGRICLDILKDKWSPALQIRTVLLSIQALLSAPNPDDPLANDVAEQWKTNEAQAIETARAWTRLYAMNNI
# Gli-Sufu antag = Gli-Sufu pathway antagonists, primary screen, luciferase luminescence, Sufu-KO-LIGHT cells, uHTS | Sufu-KO-LIGHT fibroblasts, Gli luciferase reporter luminescence | inhibition, % at 5 µM | hit rate 0.74% among 340,000 | AID 588413, 2011;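 active = inhibition above about 55%, limit read from the data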;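 also: 0% = DMSO-treated cells and 100% = wells with medium but no cells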
# APJ antagonist = antagonists of human apelin receptor APJ, primary screen, CHO-K1 cells, beta-arrestin complementation, luminescence | P35414 | inhibition, % at 20 µM | hit rate 0.32% among 330,000;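 active = inhibition above about 40% at 20 µM, limit read from the data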;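 also: cells challenged with 10 nM apelin-13 agonist together with compound; plate controls were apelin-13 plus DMSO wells for no effect and DMSO wells lacking apelin-13 for full effect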
# Target sequence (P35414 whole entry, looked up): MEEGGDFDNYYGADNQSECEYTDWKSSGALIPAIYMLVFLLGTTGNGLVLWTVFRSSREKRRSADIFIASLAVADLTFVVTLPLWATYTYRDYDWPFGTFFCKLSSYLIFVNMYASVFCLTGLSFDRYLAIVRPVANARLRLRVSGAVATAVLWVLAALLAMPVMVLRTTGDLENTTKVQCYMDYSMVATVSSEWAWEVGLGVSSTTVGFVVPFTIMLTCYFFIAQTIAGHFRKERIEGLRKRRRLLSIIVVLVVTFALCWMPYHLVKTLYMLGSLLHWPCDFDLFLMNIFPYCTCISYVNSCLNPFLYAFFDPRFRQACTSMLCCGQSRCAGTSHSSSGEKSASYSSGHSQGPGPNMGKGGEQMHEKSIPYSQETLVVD
# APJ ag = agonists of human apelin receptor APJ, primary screen, CHO-K1 cells, PathHunter beta-arrestin, luminescence; 0% DMSO wells, 100% apelin; activation, % at 20 µM; hit rate 0.11% among 330,000; AID 2520, 2010;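 active = activation more than six SD over the plate average, tested at 20 µM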;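 also: 0% = DMSO alone and 100% = apelin-13 at 10 nM; some results filed as inactive read as strong as hits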
#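 Assay system: CHO-K1 APJ beta-arrestin complementation cell line / Compound: single test compound dose, 20 µM final, 1% DMSO / Times: overnight seeding, 90 min compound at 25 °C, 1 h detection / Technique: beta-gal luminescence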
# EBI2 block = EBI2 receptor antagonists, beta-arrestin recruitment, primary screen, cell-based, luminescence, 7a,25-OHC stimulation, uHTS. G-protein coupled receptor 183 (Homo sapiens), P32249. 7a,25-OHC stimulated. inhibition, % at 5 µM. hit rate 0.81% among 360,000; in the data active = inhibition above about 38%;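 also: enzyme fragment complementation signal reports receptor beta-arrestin coupling in cells; 0% = agonist plus DMSO wells and 100% = wells without agonist; some results beyond the cut were filed as inactive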
# Target sequence (P32249 whole entry, looked up, the tested form may be a part): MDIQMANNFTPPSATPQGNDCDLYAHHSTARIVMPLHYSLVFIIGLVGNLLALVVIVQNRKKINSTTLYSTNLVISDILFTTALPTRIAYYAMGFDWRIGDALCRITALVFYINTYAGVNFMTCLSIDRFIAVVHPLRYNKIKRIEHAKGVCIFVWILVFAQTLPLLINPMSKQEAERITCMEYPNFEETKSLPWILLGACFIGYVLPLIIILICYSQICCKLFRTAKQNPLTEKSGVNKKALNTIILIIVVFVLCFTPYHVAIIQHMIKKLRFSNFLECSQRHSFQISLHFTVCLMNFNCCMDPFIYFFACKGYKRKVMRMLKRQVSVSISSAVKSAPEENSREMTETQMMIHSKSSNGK
# CXCR6 block = CXCR6 receptor inhibitors, primary screen, cell-based, beta-arrestin, luminescence, CHO-K1 PathHunter, 1536-well; C-X-C chemokine receptor type 6 (Homo sapiens), O00574; inhibition, % at 20 µM; hit rate 0.36% among 360,000; AID 602244, 2012; in the data active = inhibition above about 34%, passing the limit was not always enough;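 also: antagonist mode with CXCL16 agonist at 10 nM final; 0% = 10 nM CXCL16 with DMSO and 100% = unstimulated wells without agonist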
# CCR6 antagonist = CCR6 receptor antagonists, primary screen, cell-based, CHO-K1, luminescence, beta-arrestin, uHTS. inhibition, % at 20 µM. hit rate 0.49% among 340,000. C-C chemokine receptor type 6 (Homo sapiens), P51684. CHO-K1 CCR6 PathHunter beta-arrestin, CCL20-stimulated;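 active = compounds whose inhibition of the agonist-driven luminescence signal at 20 µM reaches about 50%, limit read from the data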;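 also: cells stimulated with CCL20 at 14 nM final; plate controls were DMSO with CCL20 for no effect and DMSO without agonist for full effect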
# * = called active by the depositor; i = inactive; x = no result given.
SMILES,ATG4B inhibitor,UBC13 polyUb,Gli-Sufu antag,APJ antagonist,APJ ag,EBI2 block,CXCR6 block,CCR6 antagonist
Nc1ccc(-c2c3ccc(=O)cc-3oc3cc(O)ccc23)cc1C(=O)O,-124,i,-4,41*,-5,4,32,42
Cc1ccccc1N1CCN(C2CCCN(C(=O)c3cc(C(C)C)[nH]n3)C2)CC1 (stereo not drawn),0,9,21,-14,-5,-13,1,5
CC1(C)Cc2c(cnn2-c2ccc(F)cc2)C(NC(=O)c2ccc(=O)oc2)C1 (stereo not drawn),9,1,4,-2,-6,16,-8,8
O=C1CC2(CCCCC2)Oc2ccc(O)cc21,14,9,7,1,0,-7,-6,-6
CCCOC(=O)C1C2C=C[C@]3(CN(CCc4ccccc4)C(=O)[C@H]13)O2 (stereo partly drawn),12,1,10,8,-2,-11,-1,5
CNC(=S)/N=C(\Nc1ccc(C)cc1)c1ccccc1,-2,7,5,9,0,3,2,7
COc1ccccc1NC(=S)N(Cc1ccco1)Cc1cc2cc(C)c(C)cc2[nH]c1=O,1,-10,7,-4,-7,4,-3,4
O=c1oc2cc(Oc3c([N+](=O)[O-])cc(C(F)(F)F)cc3[N+](=O)[O-])ccc2c2c1CCCC2,5,5,7,6,-1,9,30,45
Cc1nc(NC(C)c2ccccc2)sc1C(=O)Nc1ccccc1 (stereo not drawn),-12,-12,-18,-3,-1,15,12,9
Cc1ccc(NC(=O)CN(C)C(=O)COc2cccc3cccnc23)cc1,-13,-2,21,-21,0,1,-8,-7
Nc1c(C(=O)Nc2cccc(C(=O)O)c2)sc2nc3c(cc12)CCCC3,0,8,-115,-8,-1,-5,-10,-10
CCN(C(=S)Nc1cccnc1)c1cccc2ccccc12,-3,-8,4,-63,4,4,-20,-5
Cc1cc(C)cc(N2C(=O)CC(Cn3nc(C)cc3C)C2=O)c1 (stereo not drawn),4,-1,-7,15,-1,3,6,1
Cc1ccnc(NC(=O)C(Cc2ccccc2)NC(=O)c2ccccc2)c1 (stereo not drawn),-6,10,2,4,-2,1,1,-1
C/C(=N\NC(=O)c1cc(C)oc1C)c1ccc2c(c1)OCO2,-11,-25,-6,2,-5,-2,5,7
O=C(CSc1nnc(-c2ccccc2)o1)Oc1ccc(Br)cc1,7,-2,3,4,7,-7,6,-8
O=C1C(Cl)=C(Nc2ccccc2O)C(=O)N1c1ccccc1,-10,-8,11,2,-2,-4,6,16
CCOC(=O)C1=C(CC)Nc2ccccc2N=C1NC(=O)c1ccc(OC)c(S(=O)(=O)N2CCOCC2)c1,2,x,-9,x,x,-2,0,0
NC(=O)CN1CCN(C2CC(=O)N(CCc3ccccc3)C2=O)CC1 (stereo not drawn),-2,11,0,-8,-3,-20,-2,6
CC(=O)c1cccc(CN2CCC(CO)(Cc3ccccc3)CC2)c1,2,9,30,10,-4,5,2,14
Cc1c(O)ccc(C(=O)CN2CCN(Cc3ccccc3)CC2)c1O,7,2,-8,10,2,-12,3,7
O=C(C1=NN[C@@H]2C(=O)N(c3ccccc3C(F)(F)F)C(=O)[C@H]12)c1cnccn1,-2,-4,12,17,-3,-1,0,0
O=C(c1ccc(Cl)cc1)c1cnc(Nc2ccccc2Cl)s1,10,24,-108,-1,-5,-20,8,7
CC(C)CCN1CC(C(=O)NCc2ccccc2)CC1=O (stereo not drawn),1,2,-2,5,0,-9,-2,-3
O=C(NCCc1ccc(C(F)(F)F)cc1)C1CC(=O)N(Cc2ccccc2)C1 (stereo not drawn),-5,5,3,3,-2,-12,4,11
CCCn1c(SCC(=O)NC(C)c2ccccc2)n[nH]c1=O (stereo not drawn),-3,-1,0,-17,-2,0,1,6
Cc1ccc(Cl)c(NC(=O)CN2CCNC(=O)C2)c1Cl,-2,-7,-1,-4,0,-2,2,4
C=CCn1c(C(c2ccccc2)c2ccccc2)n[nH]c1=S,20,5,1,9,0,5,-6,-11
COCCCNCC1C(Oc2ccc(Cl)cc2)C(=O)N1c1ccccc1C (stereo not drawn),-6,-7,5,14,0,-7,4,14
CC(=O)Nc1cccc(NC(=O)CCNC(=O)c2ccccc2)c1,-4,x,21,x,x,-3,-8,-3
O=C(CSc1nc2nn(-c3ccccc3)c(=O)c-2c2n1CCCCC2)NCCc1ccccc1,-5,0,6,6,-1,3,8,20
O=C(N=Nc1c(O)[nH]c2ccccc12)c1ccc2c(c1)OCO2,-5,-20,-59,11,-1,-20,-3,13
CCOC(=O)c1c(-c2ccc(C)o2)csc1NC(=S)NC(=O)c1ccccc1Br,26,-9,9,16,-8,22,18,42
CC(c1ccco1)N(C(=O)COc1ccc(Cl)cc1)c1ccccn1 (stereo not drawn),-9,3,0,-7,-2,2,-2,-7
Nc1nn(-c2cccc(F)n2)cc1-c1ccc(Cl)cc1,2,5,-154,16,-3,17,-2,-12
Cn1c(SCC(=O)Nc2ccccc2)nnc1-c1ccc(NC(=O)CCc2ccccc2)cc1,-13,-8,4,-30,4,9,2,11

# Next part, overlapping the part above by 3 compounds.
SMILES,ATG4B inhibitor,UBC13 polyUb,Gli-Sufu antag,APJ antagonist,APJ ag,EBI2 block,CXCR6 block,CCR6 antagonist
CC(c1ccco1)N(C(=O)COc1ccc(Cl)cc1)c1ccccn1 (stereo not drawn),-9,3,0,-7,-2,2,-2,-7
Nc1nn(-c2cccc(F)n2)cc1-c1ccc(Cl)cc1,2,5,-154,16,-3,17,-2,-12
Cn1c(SCC(=O)Nc2ccccc2)nnc1-c1ccc(NC(=O)CCc2ccccc2)cc1,-13,-8,4,-30,4,9,2,11
COc1cccc(CN(C)C(=O)CSC(C)C(=O)Nc2cc(C)on2)c1OC (stereo not drawn),-7,8,-1,10,2,3,-9,2
COc1ccc(Br)c(C(=O)Nc2ccc(F)cc2)c1,-6,5,2,-15,1,-17,2,12
CN(CC(=O)Nc1ccccc1Br)C(=O)c1cccc([N+](=O)[O-])c1,8,3,1,22,-1,-8,-1,27
COc1ccc(N2C(=O)CC(N(Cc3ccc(S(N)(=O)=O)cc3)C(C)=O)C2=O)cc1 (stereo not drawn),7,3,-10,2,-3,-9,-2,5
CCN1CCN(c2cc(SC(C)C)nc(-c3ccc(OC)cc3)n2)CC1,-5,x,3,x,x,-8,-11,5
CC1CCCC(C)N1C(=O)Cn1c(=O)sc2ccccc21 (stereo not drawn),3,10,-3,0,-4,1,-2,22
O=C(Nc1nnc(SCc2ccc(F)cc2)s1)c1ccco1,12,-8,-3,-9,-3,-12,-3,-8
COc1ccc([N+](=O)[O-])cc1NCC(=O)Nc1cc(S(=O)(=O)N2CCCCC2)ccc1C,-8,-1,6,10,-3,10,14,10
Nc1cc(S(=O)(=O)Nc2cc(Cl)ccc2Cl)ccc1N1CCOCC1,-8,25,-1,-2,-5,-5,-11,3
COc1cc(/C=N/NC(=O)c2ccc(CSc3nncn3C)cc2)ccc1OCC(=O)N1CC(C)OC(C)C1 (stereo not drawn),-2,4,-2,12,-2,4,1,10
COc1ccc(NC(=O)c2cc(-c3ccco3)on2)c(OC)c1,8,10,-15,2,3,-8,-5,-4
CCCc1c(O)nc(SCCN(CC)CC)n(C(=O)c2ccccc2)c1=O,-12,1,2,15,-2,6,-2,-4
CC(C)(CNC(=O)c1cc([N+](=O)[O-])ccc1N1CCC(Cc2ccccc2)CC1)N1CCOCC1,-7,3,15,25,-4,-2,10,34
CCN(CC)CCOCCOC(=O)C(CC)(CC)c1ccccc1,3,5,7,-7,-1,-2,3,8
O=C(CN1CCN(c2nc(-c3ccc(F)cc3)cs2)CC1)Nc1ccc2c(c1)OCO2,4,6,-20,24,-3,5,-5,15
Cc1sc(NC(=O)COc2ccccc2)c(C#N)c1-c1ccccc1,0,8,-14,13,-5,3,2,7
CC(C)(C)n1nnnc1C(c1cccc(C(F)(F)F)c1)N1CCOCC1 (stereo not drawn),-6,1,4,1,-5,-2,7,2
COc1cccc(OCCCOc2ccccc2C(C)C)c1,-8,-1,1,-9,-3,16,-4,19
COc1ccc(OC)c(NC(=O)CCNC(=O)c2ccco2)c1,0,2,-19,-9,1,4,-3,-7
CCOc1ccccc1NC(=O)c1cc(S(=O)(=O)NCc2ccco2)ccc1F,-2,42,-12,-4,-4,-9,4,23
C=CCn1c2ccccc2c2nnc(SCCN3CCOCC3)nc21,-2,-14,4,-15,1,11,6,5
O=C(CSc1nnnn1-c1ccccc1)Nc1ccc(N2CCOCC2)c(Cl)c1,-3,3,25,12,-5,2,-5,6
CCN1c2cccc3cccc(c23)S1(=O)=O,5,11,-2,-2,-3,5,-8,0
O=C(CNC(=S)N(Cc1ccccc1)Cc1ccccc1F)NCc1ccc(Cl)cc1,-2,x,12,x,x,28,0,7
CC(=O)Nc1cccc(NC(=O)c2cccc(OCc3ccccc3)c2)c1,-18,3,0,7,-3,6,11,4
COc1cc2c(cc1OC)C(c1cccs1)N(C(=O)C(C)C)CC2 (stereo not drawn),-15,-6,13,3,-3,9,7,0
CC1=NN(c2ccccc2)C(=O)/C1=C/c1c(O)n(-c2ccc(F)cc2)[nH]c1=O,12,-26,-17,29,4,8,10,38
O=C(N/N=C/c1ccc(Br)o1)c1cc([N+](=O)[O-])cc([N+](=O)[O-])c1,-3,8,3,-48,5,6,8,27
CCOc1ccc(N(C(=O)CNS(=O)(=O)c2ccccc2)C(CC)C(=O)NCc2ccco2)cc1 (stereo not drawn),-17,-8,-7,10,-2,0,-6,-7
COc1ccc(-n2cnc3cc(NC(=O)c4ccco4)ccc32)cc1,12,-17,-17,8,-5,3,-4,-17
COc1cc(/C=C/C(=O)N2CCCN(C(=O)/C=C/c3cc(OC)c(OC)c(OC)c3)CC2)cc(OC)c1OC,-4,-2,-8,-4,-9,4,0,-1
O=C(O)CSc1cc(NS(=O)(=O)c2ccc(Br)cc2)c2ccccc2c1O,8,x,14,x,x,0,1,8
CCCn1nnnc1NCc1cccc(OC)c1OC,2,-9,21,-11,-2,-4,0,15
O=C(NN1CCOCC1)c1ccc(F)cc1,-6,9,2,2,0,0,12,-8
Cc1cc(C)cc(NC(=O)COC(=O)c2n[nH]c3ccccc23)c1,21,-8,-5,3,-1,-12,-1,-7
Cc1ccc(OCC(=O)N2CCCC(CCC(=O)N(C)CCc3ccccn3)C2)cc1 (stereo not drawn),22,-2,3,8,-2,21,-8,-4
COc1cccc2sc(Nc3nc(C)c(C(C)=O)s3)nc12,-2,1,-35,61*,-15,40,25,52*
CCN=C1SC(CC(=O)Nc2sc(C)c(C)c2C(=O)OC)C(=O)N1CC (stereo not drawn),-7,9,3,-7,-4,-1,9,-14
Cc1nc(Nc2cccc(F)c2)c2oc3ccccc3c2n1,16,12,10,5,-2,0,2,8
Cc1ccccc1C(=O)Nc1ccc(C(=O)N/N=C/c2ccc(O)c(Br)c2)cc1,-10,2,-2,-10,-2,6,0,8
CC(C)(O)CCC(C)(C)O,-3,3,20,-8,-3,-1,7,9
Nc1nc(SCC(=O)NN(c2ccccc2)c2ccccc2)n[nH]1,-3,-5,-1,1,-2,-2,-5,9

# 4 entries out of the list above, ordered by their value in EBI2 block, falling:
smiles	EBI2 block
COc1cccc2sc(Nc3nc(C)c(C(C)=O)s3)nc12	40
Cc1nc(Nc2cccc(F)c2)c2oc3ccccc3c2n1	0
CCN=C1SC(CC(=O)Nc2sc(C)c(C)c2C(=O)OC)C(=O)N1CC (stereo not drawn)	-1
Nc1nc(SCC(=O)NN(c2ccccc2)c2ccccc2)n[nH]1	-2
